Bioassay records as filed in PubChem.
HIF-2a inh – HIF-2a reporter inhibitors, primary screen, luminescence, 786-0 RCC cells; AID 624352, 2012; 786-0 RCC cells HIF-2a reporter, luciferase luminescence, overnight; 360,000 compounds, 0.72% hits; inhibition, % at 18.8 µM;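 active = inhibition of the luminescence signal of 40% or more relative to plate controls, in a single-dose primary screen at 18.75 µM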
aDG glyco up – activators of alpha-DG glycosylation, primary screen, uHTS, Pro5-aDG cells, AlphaScreen; alpha-DG glycosylation AlphaScreen (IIH6); 0% Pro5, 100% B10-LARGE cell signal; 360,000 compounds, 0.22% hits; activation, % at 10 µM;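 active = activation of at least 8% versus controls, or a plate z-score of at least 8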;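 also: Pro5 are CHO cells carrying HIG-tagged alpha-DG that lacks glycosylation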
KKLEB tox – cytotoxicity in KKLEB CF airway cells, primary screen, cytotoxicity control for CF NF-kB inhibitor project, cell-based, uHTS, fluorescence assay plates | KKLEB CF airway cells viability, ATPlite luminescence, overnight; stronger effect = lower value; cells stimulated with P. aeruginosa culture filtrate | 360,000 compounds, 0.36% hits | AID 602141, 2011 | activity change (cytotoxicity), % at 5 µM;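 active = corrected activity change at or below -50% at 5 µM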
hiPSC survival – enhancers of single-cell hiPSC survival, primary screen, ATPlite luminescence; 100% = ROCK inhibitor wells, 0% = DMSO; AID 602274, 2012; 360,000 compounds, 0.044% hits; survival enhancement, % at 20 µM; in the data active = survival enhancement above about 18%;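 also: cells exposed to compounds for 16 hours before the ATP read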
Shn3 inh set2 – reduction of Shn3 3'UTR firefly luciferase signal, primary screen, Schnurri-3 inhibitor project, cell-based, Clone20 osteoblasts, set 2; Clone20 osteoblast Shn3 3'UTR firefly luciferase, 24 h; inhibition, % at 12.5 µM; 360,000 compounds, 0.52% hits; AID 588674, 2011;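 active = mean inhibition of at least 75% with every replicate also reaching 75%; inconclusive = mean inhibition at least 75% but some replicate below; inactive = mean inhibition below 75%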;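 also: 0% = median of neutral control wells and 100% = pilot-screen positive control compound; some compounds past the cut are filed as inactive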
CF NFkB block – inhibitors of PAF-induced NF-kB signaling, primary screen, cell-based, GFP fluorescence, uHTS; inhibition, % at 5 µM; KKLEB NF-kB-GFP reporter, GFP fluorescence overnight; 360,000 compounds, 0.86% hits;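 active = at least 50% inhibition at 5 µM, scaled per plate between neutral and stimulator controls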;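 also: PAF is a Pseudomonas aeruginosa culture filtrate used as stimulus; plate controls were PAF-stimulated DMSO wells for no effect and unstimulated DMSO wells for full effect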
Peg3 prom inh – Peg3 promoter-driven luciferase inhibitors, primary screen, cell-based, HeLa, luciferase luminescence. HeLa PEG-Prom luciferase reporter, overnight. inhibition, % at 20 µM. 360,000 compounds, 1.7% hits. AID 588405, 2011;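 active = inhibition of at least 50% at 20 µM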
NR2E3 ag-1 – inhibitors of NR2E3-RetCOR corepressor binding, primary screen, NR2E3 agonist project, biochemical, TR-FRET, GST-NR2E3, biotin-RetCOR; AID 2300, 2010; inhibition of corepressor binding, % at 4.78 µM; Photoreceptor-specific nuclear receptor (Homo sapiens), Q9Y5X4; 320,000 compounds, 0.12% hits; 1536-well;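 active = percent inhibition above the cutoff of mean plus 3 SD of all tested compounds, set per screening campaign, cut at about 20% in these data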;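 also: 0% = DMSO wells and 100% = biotin wells as full block of FRET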
Target sequence (Q9Y5X4 whole entry, looked up): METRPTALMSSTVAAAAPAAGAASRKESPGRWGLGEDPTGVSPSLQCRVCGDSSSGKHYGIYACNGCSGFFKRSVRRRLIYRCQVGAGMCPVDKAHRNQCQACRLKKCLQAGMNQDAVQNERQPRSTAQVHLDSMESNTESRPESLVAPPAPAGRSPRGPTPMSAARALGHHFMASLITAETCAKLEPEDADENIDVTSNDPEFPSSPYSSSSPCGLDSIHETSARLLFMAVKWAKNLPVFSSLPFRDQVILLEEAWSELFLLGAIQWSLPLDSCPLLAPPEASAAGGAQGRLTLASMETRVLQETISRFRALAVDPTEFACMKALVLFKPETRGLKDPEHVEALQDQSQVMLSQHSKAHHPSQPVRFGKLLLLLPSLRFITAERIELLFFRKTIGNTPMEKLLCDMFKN
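Assay system: NR2E3–RetCOR corepressor complex. Quantity: 1.35 nM GST-NR2E3. Buffer or medium: pH 7.5 Tris-based buffer. Reagent: biotinylated RetCOR corepressor at 7 nM final. Schedule: 5 h at 4 °C. Detection: TR-FRET, emission read at 617 and 671 nm. Replicates: one well per compound, singlicate testing.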
MITF TRPM1 inh – inhibitors of MITF-dependent TRPM1 promoter reporter, primary screen, cell-based, SK-MEL-5, single point, luciferase | inhibition, % at 12.5 µM | SK-MEL-5 TRPM1 promoter luciferase, 24 h | AID 488899, 2010 | 330,000 compounds, 0.83% hits;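 active = mean inhibition across replicates of 60% or more, whatever share of single replicates reaches that level; inconclusive = some that reach 60%, reason not given; inactive = mean inhibition across replicates below 60%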; also: values of inactives mirror those of a sister screen read the other way
TWEAK-Fn14 inh – inhibitors of TWEAK-Fn14 signaling, primary screen, luciferase reporter cells, uHTS. 360,000 compounds, 2% hits. AID 1159606, 2016. TWEAK-stimulated Fn14 reporter cells, luciferase luminescence, 8 h. inhibition, % at 10 µM; in the data active = inhibition above about 50%
NR2E3 ag-2 – NR2E3 agonists in two-hybrid cells, primary screen, cell-based, luminescence, CHO-S, Gal4-NCOR/VP16-NR2E3; inhibition of corepressor binding, % at 3.98 µM; luciferase; Photoreceptor-specific nuclear receptor (Homo sapiens), Q9Y5X4; AID 602229, 2012; 360,000 compounds, 0.35% hits;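 active = inhibition above the mean of all tested compounds plus 3 SD, cut at about 70% in these data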;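 also: 0% = DMSO with NR2E3 transfected cells and 100% = cells lacking NR2E3 construct; higher means lower luciferase signal from less NR2E3 corepressor binding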
* hit, by the source's call; ? = inconclusive; . = not tested or not shown.

SMILES	HIF-2a inh	aDG glyco up	KKLEB tox	hiPSC survival	Shn3 inh set2	CF NFkB block	Peg3 prom inh	NR2E3 ag-1	MITF TRPM1 inh	TWEAK-Fn14 inh	NR2E3 ag-2
CCN=c1scc(-c2ccco2)n1/N=C/c1ccc(OC)c(O)c1	-381	-0.5	5	4.8	-73	-25	-281	4	-63	-13	-113
c1ccc(CC(Cc2ccccc2)c2ccccn2)cc1	-17	-0.1	15	0.2	22	29	-8	.	-3	-16	-37
Cc1ccc(N(Cc2cc3ccccc3[nH]c2=O)C(=O)c2cccs2)cc1C	11	0.0	-8	-0.7	5	22	11	1	-9	7	-14
CCOc1ccc(CCNC(=O)COC(=O)C2=NNC(=O)CC2)cc1OCC	5	-0.5	4	-0.2	-4	23	-8	-2	3	-5	12
O=C(c1ccc(Cl)c(S(=O)(=O)N2CCCCC2)c1)N1CCCC1	10	0.0	-4	-0.4	-21	8	-1	4	3	2	-14
Cc1ccc(-c2nc3ccccn3c2Nc2ccccc2)o1	-114	0.5	6	2.7	-12	-4	-41	-2	-17	0	-51
O=C(NCCN1CCOCC1)c1ccc2c(c1)N(Cc1ccccc1)C(=O)CS2	11	0.3	13	-0.4	7	5	11	0	8	6	12
COC/C=C/C1=CC2=CC(=O)C(C)(OC(=O)C3CCCC3)C(=O)C2=CO1 (stereo not given)	6	-0.2	9	1.4	7	-5	14	2	8	9	11
COc1cc2ccc(-c3ccc4ccccc4n3)cc2cc1OC	-279	-0.4	-4	0.4	-78	-26	-220	.	.	-7	-131
CCn1c(SCC(=O)NCc2ccccc2)nnc1-c1c[nH]c2ccccc12	19	-0.1	2	-0.4	-2	2	15	3	6	4	-11
CCN(CC)S(=O)(=O)c1cc(-c2nnc(-c3ccc(Br)cc3)o2)ccc1Cl	-32	0.3	2	0.1	3	-4	-28	2	8	29	-13
COc1ccc(OCCCC(=O)Nc2ncn[nH]2)cc1	4	0.1	4	-0.8	9	-19	9	0	5	2	-12
CC(C)C(=O)Nc1cccc(C(=O)NCc2ccc3c(c2)OCO3)c1	16	0.0	-4	-1.9	-3	-8	10	-3	-1	-9	-18
COc1ccccc1-c1sc2cc3c(cc2c1C#Cc1ccccn1)OCO3	-64	-0.3	7	-1.9	0	-6	-20	1	-1	-24	-58
CCOc1ccc2nc(NC(=O)CN3CCC(n4nnc5cc(F)ccc54)CC3)sc2c1	-44	1.4	-10	1.4	12	8	5	3	9	33	-3
CCOC(=O)[C@]12CCC=C1N(Cc1ccc(Cl)cc1Cl)C(=O)[C@H](CC(=O)NCC13CC4CC(CC(C4)C1)C3)C2	-12	0.2	.	-1.2	.	.	.	.	.	-4	3
CCn1c(O)c(/C=C2\C=Nc3ccccc32)sc1=Nc1ccc(C)cc1	-19	0.2	6	6.3	12	-18	3	2	12	4	-31
COc1ccc(S(=O)(=O)NCCc2cn3nc(C)c(C)nc3n2)cc1F	4	-0.2	10	-0.4	-18	-27	6	2	-1	-8	6
O=C(CCn1cnc2ccccc2c1=O)Nc1ccc(S(=O)(=O)N2CCCC2)cc1	20	0.4	3	0.8	8	-13	11	0	10	3	-14
Cc1cccc(CC(=O)Nc2ccc(C(=O)N3CCCCC3)cc2)c1	-47	0.2	-4	0.7	5	-2	-56	6	-18	-5	-5
CCc1cccc(C)c1NC(=O)COC(=O)c1cc([N+](=O)[O-])ccc1N1CCOCC1	13	-0.2	-4	-0.3	-1	-12	4	-2	2	-9	-6
CCc1ccc(CN2CCC(n3nccc3NC(=O)c3ccccc3)CC2)o1	10	0.3	-10	-0.3	-3	4	-3	2	-4	6	-3
O=C(Nc1ccc2nccnc2c1)c1ccco1	-211	-0.4	-16	-1.0	-47	-6	-115	1	-41	-8	-38
O=c1c2c(O)cc(O)cc2oc2ccc(O)c(O[C@@H]3O[C@H](CO)[C@@H](O)[C@H](O)[C@H]3O[C@H]3O[C@H](CO)[C@@H](O)[C@H](O)[C@H]3O)c12	9	-0.2	-3	-1.8	0	16	7	0	-4	1	-23

Structures shown so far with fluorine, in the order listed:
SMILES	HIF-2a inh	aDG glyco up	KKLEB tox	hiPSC survival	Shn3 inh set2	CF NFkB block	Peg3 prom inh	NR2E3 ag-1	MITF TRPM1 inh	TWEAK-Fn14 inh	NR2E3 ag-2
CCOc1ccc2nc(NC(=O)CN3CCC(n4nnc5cc(F)ccc54)CC3)sc2c1	-44	1.4	-10	1.4	12	8	5	3	9	33	-3
COc1ccc(S(=O)(=O)NCCc2cn3nc(C)c(C)nc3n2)cc1F	4	-0.2	10	-0.4	-18	-27	6	2	-1	-8	6

Further results follow.
SMILES	HIF-2a inh	aDG glyco up	KKLEB tox	hiPSC survival	Shn3 inh set2	CF NFkB block	Peg3 prom inh	NR2E3 ag-1	MITF TRPM1 inh	TWEAK-Fn14 inh	NR2E3 ag-2
Cc1ccc(N2C(=O)c3cccc4c(N)ccc(c34)C2=O)c2cccnc12	8	-0.2	-10	-0.3	-9	-114	1	-1	.	26	-23
COc1ccc(N(CC(=O)NCCSCc2cccc(Cl)c2)S(C)(=O)=O)cc1	3	0.0	-2	-0.3	7	-12	12	-2	-10	-3	12
CN(CCC1CCCCO1)C(=O)CCc1nnc(CCCCc2ccccc2)o1 (stereo not given)	-86	0.1	7	0.3	-30	-6	-63	-1	-13	-4	-23
Cc1cc(NC2CCCCC2)nc(-c2ccccc2O)n1	-67	0.3	-6	-2.4	-3	1	-55	2	-26	-25	-25
COc1ccc(CCN(C)C(=O)C(CCSC)NC(=O)c2ccco2)cc1OC (stereo not given)	1	0.0	-6	2.5	4	21	1	1	1	-3	-11
CC(C(=O)Nc1ccc2c(c1)OCCO2)N(C)CC(=O)Nc1ccccc1Br (stereo not given)	-5	0.2	24	-0.3	9	-21	4	.	-11	-6	-17
CSC1=NCCN1C(=O)Cc1ccc(-c2ccccc2)cc1	-134	0.1	13	0.2	6	14	-57	-2	-26	-24	-6
CC(C(=O)NCC1CCCO1)N(C(=O)c1snc(C(N)=O)c1N)c1ccccc1 (stereo not given)	19	-0.4	11	-1.6	8	6	8	-1	4	11	4
CCN(CC)C(=O)Cn1cc(C(=O)C(=O)N2CCN(c3ccccc3)CC2)c2ccccc21	16	0.1	4	-0.5	-1	9	3	6	7	0	12
Cc1ccc(C(=O)CC2(O)C(=O)N(C)c3ccccc32)s1 (stereo not given)	10	0.1	-2	-0.3	-10	-1	10	3	18	-3	-23
CCOC(=O)CC1C(=O)NCCN1C(=O)c1ccc(Cl)cc1 (stereo not given)	8	0.0	2	0.1	-3	1	-12	-1	10	6	-41
O=C(NC1CCCN(Cc2ccc(Cl)cc2)C1)c1cccc(N2CCCC2=O)c1 (stereo not given)	15	0.2	-3	0.6	11	-26	13	-1	3	-7	-1
Cc1onc(-c2ccccc2)c1C(=O)N1CCN(c2ccccc2)CC1	15	0.0	-5	-0.4	9	19	8	-2	2	-9	13
CCNc1nc(Oc2ccc(C(=O)OC)cc2)nc(N(C)C)n1	17	0.1	-4	2.1	16	9	9	-1	-3	6	-12
Cc1c(C(=O)O)sc(=S)n1-c1ccc(Cl)cc1	-1	0.1	1	2.4	3	0	0	-2	4	-6	-19
Cc1ccc(S(=O)(=O)N(C)C)cc1NC(=O)CN1c2cccc3cccc(c23)S1(=O)=O	4	-0.3	-28	1.8	-7	16	17	0	2	-9	-27
OCCNc1nc2ccccc2n1-c1ccccc1	-1	-0.4	-1	-1.7	0	1	23	3	1	-23	-10
CC(c1ccon1)N(C)C(=O)CCc1nnc(Cc2ccc(-c3ccccc3)cc2)o1 (stereo not given)	-53	-0.1	-10	-0.5	.	5	6	-1	-1	-6	-50
CCN(CC)c1ccc(CNCc2cccs2)cc1	-33	-0.2	9	-0.5	9	-31	-55	1	-9	-20	-3
COc1cccc(-c2cnc3c(NC(C)=O)cc(-c4ccc(S(C)(=O)=O)cc4)cn23)c1	1	-0.3	3	0.2	4	19	-28	.	.	0	15
Cc1ccc2nc(-c3ccc(NC(=S)NC(=O)CC(C)C)cc3)sc2c1	-222	0.1	-13	-4.3	-74	2	-334	0	-37	-6	-77
Cn1c2c(c(=O)n(C)c1=O)C(c1ccccc1OC(F)F)C1=C(CCCC1=O)N2 (stereo not given)	17	-0.1	-1	-1.0	-16	-7	3	-1	-6	0	8
COc1cc(NC(=O)CCN2CCN(c3ccccc3OC)CC2)cc(OC)c1	2	0.0	-6	2.4	18	-2	16	.	.	8	-10
O=C(Nc1ccccc1)c1ccc2c(c1)OCCCO2	-69	-0.5	-21	-0.5	-40	18	-99	3	-26	38	-125
CC(=O)Nc1ccccc1Nc1cc(C#N)c(C#N)cc1[N+](=O)[O-]	13	0.3	-12	-3.0	1	-1	-13	2	18	-7	-3
O=C(CCc1nc2ccccc2[nH]c1=O)OCC(=O)c1ccc(Cl)cc1	-13	0.0	2	3.5	-13	-11	5	3	-4	-5	-4
O=C1CC(c2ccc(F)cc2)Cc2nc(N3CCOCC3)ncc21 (stereo not given)	11	0.5	7	0.6	-57	11	9	1	-4	-6	11
COC(=O)c1cc(/C=C/c2ccccc2)[nH]n1	-227	0.0	-1	-0.6	-52	10	-192	-4	-62	-7	-69
COc1cccc(C(=O)NNC(=O)C2CCCO2)c1 (stereo not given)	2	0.0	-4	0.7	-2	-2	-4	4	5	13	-9
COc1ccc(C(=O)CSc2nnnn2C)c(OC)c1	-56	0.5	-7	2.1	0	-22	-36	-3	-13	-6	2
CC(=O)c1cnc(SCC(=O)O)nc1C	21	0.1	11	1.1	17	4	6	-1	-1	6	-4
CCOC(=O)CSc1nnnn1-c1cccc2ccccc12	8	-0.1	-8	-0.4	2	0	-3	0	12	19	-3
CN(C)c1nc2n(c(=S)n1)CCS2	4	-0.2	2	2.0	13	10	15	-1	1	-18	-22
O=C(/C(N=Nc1cccc(C(F)(F)F)c1)=C(/O)c1cccs1)C(F)(F)F	-247	0.0	-15	-0.4	-11	30	-137	3	-17	57*	-22
COc1ccc(OC)c(-c2csc(NC(=O)c3ccc(OCC4CCCO4)cc3)n2)c1 (stereo not given)	-58	0.2	-2	-2.0	-13	11	-58	2	2	7	-9
CCOc1ccc2nc3cc(NCc4ccc(OC)cc4)ccc3c(N)c2c1	21	0.3	-5	-0.9	?	-22	93*	-3	?	-14	5
